mut p53 react = re-activators of the mutant p53 pathway; 1.5% of 28,000 active; SW480 PUMA-promoter luciferase, p53 mutant reactivation; activation, % at 9.98 µM; in the data active means activation above about 52%
STK33 inh = blocks human STK33 kinase activity; inhibition, % at 12.5 µM; ADP-Glo luminescence, MBP substrate; 0.44% of 27,000 active; in the data active means inhibition above about 20%
Target sequence (Q9BYT3 whole entry, looked up): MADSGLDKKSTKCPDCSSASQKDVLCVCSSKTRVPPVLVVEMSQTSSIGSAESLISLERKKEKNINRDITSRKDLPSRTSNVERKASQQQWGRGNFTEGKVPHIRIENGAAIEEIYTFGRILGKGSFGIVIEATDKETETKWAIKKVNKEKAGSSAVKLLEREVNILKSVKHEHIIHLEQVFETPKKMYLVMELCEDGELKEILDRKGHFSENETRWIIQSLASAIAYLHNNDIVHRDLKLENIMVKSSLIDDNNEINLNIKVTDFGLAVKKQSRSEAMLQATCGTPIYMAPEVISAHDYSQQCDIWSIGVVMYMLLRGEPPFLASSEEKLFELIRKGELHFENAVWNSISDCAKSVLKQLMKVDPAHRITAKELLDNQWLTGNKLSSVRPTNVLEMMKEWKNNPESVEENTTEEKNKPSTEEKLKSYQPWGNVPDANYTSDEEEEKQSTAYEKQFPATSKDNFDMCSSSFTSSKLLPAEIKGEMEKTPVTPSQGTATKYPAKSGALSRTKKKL
The depositor's hits bear a star. The list is partial, so the mix of outcomes need not match the whole.

Screening CCOC(=O)c1c(NC(=O)C(C)n2nc(C)c([N+](=O)[O-])c2C)sc(C)c1C (configuration not stated) returned mut p53 react -6.7 and STK33 inh 1.5.
`C[C@H]1CN([C@@H](C)CO)C(=O)Cc2cc(NS(=O)(=O)c3ccc(F)cc3)ccc2O[C@@H]1CN(C)Cc1ccc2c(c1)OCO2` gave STK33 inh 0.7.
`COc1ccc(Cl)cc1NC(=O)CCCN1C(=O)c2ccccc2C1=O` gave mut p53 react 7.0 and STK33 inh -2.7.
For CNC[C@@H]1OCCCC[C@@H](C)Oc2ccc(NC(=O)Nc3ccc(C(F)(F)F)cc3)cc2C(=O)N([C@@H](C)CO)C[C@@H]1C the results were mut p53 react 2.0.
For C[C@@H]1CCCCO[C@@H](CN(C)Cc2ccc(Cl)c(Cl)c2)[C@@H](C)CN([C@H](C)CO)C(=O)c2cc(NC(=O)Nc3ccc4c(c3)OCO4)ccc2O1 the results were STK33 inh 1.2.
CC(C)NC(=O)Nc1ccc2c(c1)C(=O)N([C@H](C)CO)C[C@H](C)[C@@H](CN(C)S(=O)(=O)c1ccccc1)OCCCC[C@@H](C)O2 was read as mut p53 react 9.2 and STK33 inh -2.1.
For C[C@H](CO)N1C[C@H](C)[C@@H](CN(C)C(=O)Nc2ccccc2)Oc2c(NS(=O)(=O)c3cn(C)cn3)cccc2C1=O the results were mut p53 react 5.0.
C[C@H](CO)N1C[C@H](C)[C@H](CN(C)C(=O)c2cc(-c3ccccc3)on2)OCc2cnnn2CCCC1=O was read as STK33 inh -4.0.
For C[C@H]1CN([C@@H](C)CO)C(=O)Cc2cc(NC(=O)CCC(F)(F)F)ccc2O[C@@H]1CN(C)C(=O)Nc1ccccc1 the results were mut p53 react 0.4 and STK33 inh 2.7.
For COc1ccc(OC)c(NC(=O)c2c(NC(=O)c3ccccc3)sc3c2CCC(C)C3)c1 (configuration not stated) the results were mut p53 react 16.9 and STK33 inh 1.4.
Cc1ccc([N+](=O)[O-])cc1N(CC(=O)Nc1ccc(Cl)cc1)S(C)(=O)=O was read as mut p53 react -33.5 and STK33 inh -0.3.
Screening C[C@@H]1CCCCO[C@H](CN(C)S(=O)(=O)c2ccc(F)cc2)[C@H](C)CN([C@@H](C)CO)C(=O)c2cc(NC(=O)NC3CCCCC3)ccc2O1 returned mut p53 react -13.2.
Screening C[C@H]1CN([C@@H](C)CO)C(=O)Cc2cc(NC(=O)C3CCCCC3)ccc2O[C@H]1CN(C)Cc1ccc(Cl)c(Cl)c1 returned STK33 inh 0.3.
Screening CCCN(C)C[C@H]1Oc2cc(C#Cc3cccnc3)ccc2S(=O)(=O)N([C@H](C)CO)C[C@@H]1C returned mut p53 react -21.0.
`COc1ccccc1C(=O)CC(=O)C(=O)Nc1sc2c(c1C#N)CCC2` gave mut p53 react -14.3.
For CSc1cccc(NC(=O)CN(c2ccc(F)c(Cl)c2)S(C)(=O)=O)c1 the results were mut p53 react -1.0 and STK33 inh -2.7.
Cc1ccc(S(=O)(=O)N(C)C[C@H]2Oc3ncc(C#CCC(C)C)cc3C(=O)N([C@@H](C)CO)C[C@@H]2C)cc1 was read as mut p53 react -6.1.
Screening CN(C)c1ccc2c(c1)[C@H]1C[C@H](CC(=O)NCc3ccc4c(c3)OCO4)O[C@H](CO)[C@H]1O2 returned mut p53 react 8.7.
Screening C[C@@H]1CN([C@H](C)CO)C(=O)c2cc(NC(=O)Nc3ccc(F)cc3)ccc2O[C@@H]1CN(C)C(=O)Nc1ccc(F)cc1 returned mut p53 react -16.3.
Screening COc1ccc(NC(=O)Nc2ccc3c(c2)CC(=O)N([C@@H](C)CO)C[C@H](C)[C@@H](CN(C)C(=O)NC(C)C)O3)cc1 returned STK33 inh -1.9.
For C[C@@H]1CCCCO[C@@H](CN(C)C(=O)NC2CCCCC2)[C@@H](C)CN([C@H](C)CO)C(=O)c2cc(NS(=O)(=O)c3ccc(F)cc3)ccc2O1 the results were STK33 inh -2.1.
`N#CNC(=Nc1ccc(Cl)cc1)Oc1ccccc1` gave STK33 inh 0.0.
For Cc1nn(Cc2ccccc2Cl)c(C)c1NC(=O)C1CC(c2ccc(Cl)cc2)=NO1 (configuration not stated) the results were mut p53 react -6.7 and STK33 inh 1.5.
C[C@@H]1CN([C@@H](C)CO)C(=O)CCCn2nncc2CO[C@H]1CN(C)Cc1ccc(O)cc1 was read as STK33 inh -3.6.
Screening Cc1noc(C)c1NC(=O)Nc1ccc2c(c1)C(=O)N([C@H](C)CO)C[C@H](C)[C@@H](CN(C)C(=O)Nc1ccc(C(F)(F)F)cc1)O2 returned STK33 inh 3.9.
For CCOc1ccccc1Nc1nc(N)nc(CSc2nncn2C)n1 the results were mut p53 react 0.1 and STK33 inh -0.8.
Screening Cc1cc(N(CC(=O)Nc2ccc(Cl)cc2C)S(C)(=O)=O)ccc1Br returned mut p53 react -11.9 and STK33 inh 6.5.
Screening CNC[C@@H]1Oc2ccc(NC(=O)Nc3ccc(C(F)(F)F)cc3)cc2CC(=O)N([C@@H](C)CO)C[C@@H]1C returned STK33 inh -0.3.
Screening O=C(NCc1ccco1)c1cnsn1 returned mut p53 react 0.1 and STK33 inh -0.9.
For Cc1cc(C)c(C)c(Oc2coc3cc(OC(=O)CCN4C(=O)c5ccccc5C4=O)ccc3c2=O)c1 the results were mut p53 react -14.0 and STK33 inh 1.4.
For Cn1c(SCC(=O)Nc2ccc(S(N)(=O)=O)cc2)nnc1-c1ccccc1Cl the results were mut p53 react 0.8 and STK33 inh 2.3.
`CCCC#Cc1cnc2c(c1)C(=O)N([C@H](C)CO)C[C@H](C)[C@H](CN(C)C(=O)Cc1cccnc1)O2` gave mut p53 react 14.7.
C[C@H](CO)N1C[C@H](C)[C@H](CN(C)CC2CCCCC2)Oc2ccc(NC(=O)Cn3cnnn3)cc2CC1=O was read as STK33 inh -2.1.
`C[C@@H]1CN([C@H](C)CO)C(=O)CCCn2nncc2CO[C@@H]1CN(C)S(=O)(=O)c1ccccc1C#N` gave STK33 inh -1.4.
For CCCC#Cc1cnc2c(c1)C(=O)N([C@@H](C)CO)C[C@H](C)[C@H](CN(C)Cc1ccc3c(c1)OCO3)O2 the results were mut p53 react 2.9.
For C[C@H]1CN([C@@H](C)CO)C(=O)c2cccc(NC(=O)NC3CCCCC3)c2O[C@H]1CN(C)C(=O)Nc1ccc(C(F)(F)F)cc1 the results were mut p53 react -40.5.
For CCC(=O)N(C)C[C@H]1Oc2cc(-c3ccccc3C)ccc2S(=O)(=O)N([C@H](C)CO)C[C@@H]1C the results were mut p53 react 3.0.
Screening COC(=O)Cn1c(=O)n(Cc2ccco2)c(=O)c2c3c(sc21)CCCC3 returned mut p53 react -9.4 and STK33 inh 5.0.
Cc1cc(C(=O)Nc2cccc3c2O[C@H](CN(C)C(=O)Nc2c(C)noc2C)[C@@H](C)CN([C@H](C)CO)C3=O)n(C)n1 was read as mut p53 react 11.6.
For Cc1noc(C)c1NC(=O)Nc1ccc2c(c1)CC(=O)N([C@@H](C)CO)C[C@H](C)[C@H](CN(C)Cc1ccc(Oc3ccccc3)cc1)O2 the results were STK33 inh -0.8.

Arranged by number of heavy atoms (lowest first): 4 of the compounds above.
Screening O=C(NCc1ccco1)c1cnsn1 returned mut p53 react 0.1 and STK33 inh -0.9.
C[C@@H]1CN([C@@H](C)CO)C(=O)CCCn2nncc2CO[C@H]1CN(C)Cc1ccc(O)cc1 was read as STK33 inh -3.6.
`C[C@@H]1CN([C@H](C)CO)C(=O)CCCn2nncc2CO[C@@H]1CN(C)S(=O)(=O)c1ccccc1C#N` gave STK33 inh -1.4.
For Cc1cc(C)c(C)c(Oc2coc3cc(OC(=O)CCN4C(=O)c5ccccc5C4=O)ccc3c2=O)c1 the results were mut p53 react -14.0 and STK33 inh 1.4.

Next entries.
C[C@@H]1CN([C@H](C)CO)C(=O)c2cccc(N(C)C)c2O[C@H]1CN(C)Cc1ccc(Cl)c(Cl)c1 was read as mut p53 react -7.7.
For CCc1cc(Br)cc(C)c1NC(=O)CSc1nnc(-c2ccncc2)n1-c1ccccc1 the results were mut p53 react 1.7 and STK33 inh -7.9.
`CS(=O)(=O)N(CC(=O)Nc1ccc(Br)cc1F)c1ccc(Cl)c(Cl)c1` gave mut p53 react -3.7 and STK33 inh -1.4.
`C[C@@H]1CCCCO[C@@H](CN(C)S(C)(=O)=O)[C@@H](C)CN([C@H](C)CO)C(=O)c2cc(NC(=O)Cc3ccccc3)ccc2O1` gave STK33 inh -1.6.
Screening CCCCC/C=C/C=C1/C(=O)C=C[C@@H]1C/C=C\CCCC(=O)O returned mut p53 react 2.9.
COC(=O)[C@]1(CO)N=C(c2ccc(OCCCO)cc2)O[C@@H]1c1ccccc1CN=[N+]=[N-] was read as STK33 inh -1.1.
C[C@H]1CN([C@@H](C)CO)C(=O)Cc2cc(NS(=O)(=O)c3ccccc3)ccc2O[C@H]1CN(C)C was read as mut p53 react 14.6 and STK33 inh -0.8.
For C[C@@H]1CN([C@H](C)CO)C(=O)Cc2cc(NC(=O)Cc3ccccc3)ccc2O[C@@H]1CN(C)C(=O)Nc1ccc2c(c1)OCO2 the results were mut p53 react 6.9 and STK33 inh -0.8.
`O=[N+]([O-])c1ccc(NCCNC(=S)Nc2ccc(Cl)cc2)nc1` gave mut p53 react -17.1 and STK33 inh 4.5.
Screening O=C(CSc1n[nH]c(-c2ccccc2)n1)Nc1ccc(F)cc1 returned mut p53 react -0.7 and STK33 inh -2.5.
Screening NC(=O)c1ccccc1C(=O)c1ccccc1 returned STK33 inh -1.7.
C[C@H]1CN([C@@H](C)CO)C(=O)c2cccc(NS(=O)(=O)c3cn(C)cn3)c2O[C@@H]1CN(C)C(=O)NC1CCCCC1 was read as mut p53 react 2.0.
Screening CC(C)(C)c1ccc(C(=O)NCCNc2ccccc2[N+](=O)[O-])cc1 returned mut p53 react 113.6* and STK33 inh -4.6.
`COc1ccc(Nc2nc(N)nc(CSC(=S)N(C)C3CCCCC3)n2)cc1` gave mut p53 react 3.9.
For C[C@H](CO)N1C[C@H](C)[C@@H](CN(C)S(=O)(=O)c2cccs2)Oc2c(NC(=O)c3nc4ccccc4s3)cccc2C1=O the results were mut p53 react -9.1.
For COc1ccc(/C=C/C(=O)O[C@H]2[C@H](OC3C4O[C@]4(CO)[C@H]4C(O[C@@H]5O[C@H](CO)[C@@H](O)[C@H](O)[C@H]5O)OC=C[C@@H]34)O[C@@H](C)[C@H](O)[C@H]2O)cc1 (some centres not stated) the results were mut p53 react -1.8 and STK33 inh -0.1.
For COc1ccc(CN(C)C[C@H]2OCc3cnnn3CCCC(=O)N([C@@H](C)CO)C[C@H]2C)cc1 the results were STK33 inh -4.3.
Cc1ccc(S(=O)(=O)Nc2cccc3cccnc23)c([N+](=O)[O-])c1 was read as mut p53 react -49.9 and STK33 inh -7.1.
`O=S(=O)(NC1CCN(Cc2ccc(OCCO)cc2)CC1)c1cc(Cl)ccc1Cl` gave STK33 inh 0.9.
For Cc1cc(C)c(S(=O)(=O)N(CC(=O)Nc2ccccc2C(F)(F)F)C2CCCCC2)c(C)c1 the results were mut p53 react -4.3 and STK33 inh -1.8.
CCc1c(O)cc(O)c2c1O[C@H](C)CC2=O was read as mut p53 react 27.4 and STK33 inh 0.3.
Screening C[C@@H]1CN([C@H](C)CO)C(=O)c2cccc(NS(=O)(=O)c3ccccc3)c2O[C@H]1CN(C)C(=O)Nc1ccccc1 returned mut p53 react 9.8.
`C[C@@H]1CN([C@@H](C)CO)C(=O)Cc2cc(NS(=O)(=O)c3ccc(Cl)cc3)ccc2O[C@@H]1CN(C)C(=O)Nc1cccc2ccccc12` gave STK33 inh -0.2.
`C[C@@H]1CN([C@H](C)CO)C(=O)CCCn2nncc2CO[C@H]1CN(C)Cc1cccc2c1OCCCO2` gave STK33 inh -4.3.
Screening O=C1O[C@@H](c2ccccc2)[C@@H](c2ccccc2)N2[C@@H](c3ccc(OCCO)cc3)[C@]3(C(=O)Nc4ccccc43)[C@@H](C(=O)N3CCN(c4ncccn4)CC3)[C@H]12 returned STK33 inh 11.9.
Screening COc1cc(C2OCC3C(C)C=C(C)C2C3C)ccc1O (configuration not stated) returned STK33 inh -2.9.
Screening C[C@H]1CN([C@@H](C)CO)C(=O)Cc2cc(NS(C)(=O)=O)ccc2O[C@@H]1CN(C)S(=O)(=O)c1ccc(F)cc1 returned STK33 inh 0.0.
Screening CCCC#Cc1cnc2c(c1)C(=O)N([C@@H](C)CO)C[C@@H](C)[C@@H](CN(C)C(=O)CCN1CCCCC1)O2 returned mut p53 react 5.3.
For COc1ccc(NC(=O)CSc2n[nH]c(N)n2)cc1Cl the results were mut p53 react 13.8 and STK33 inh 7.0.
`C[C@@H]1CN([C@@H](C)CO)C(=O)c2c(c3ccccc3n2C)-c2ccccc2CO[C@@H]1CN(C)C(=O)[C@@H]1CCCN1C` gave mut p53 react 9.0.
Screening CC(C)NC(=O)Nc1ccc2c(c1)C(=O)N([C@H](C)CO)C[C@@H](C)[C@H](CN(C)C)O2 returned mut p53 react -0.5 and STK33 inh 3.4.
For Cc1nn(C(C)C(=O)Nc2cc(C(F)(F)F)ccc2Cl)c(C)c1[N+](=O)[O-] (configuration not stated) the results were mut p53 react 12.2 and STK33 inh -2.1.

Fetched one by one from above (four):
Screening C[C@@H]1CN([C@H](C)CO)C(=O)c2cccc(NS(=O)(=O)c3ccccc3)c2O[C@H]1CN(C)C(=O)Nc1ccccc1 returned mut p53 react 9.8.
Screening CCCC#Cc1cnc2c(c1)C(=O)N([C@@H](C)CO)C[C@@H](C)[C@@H](CN(C)C(=O)CCN1CCCCC1)O2 returned mut p53 react 5.3.
`C[C@@H]1CN([C@H](C)CO)C(=O)CCCn2nncc2CO[C@H]1CN(C)Cc1cccc2c1OCCCO2` gave STK33 inh -4.3.
For Cc1nn(C(C)C(=O)Nc2cc(C(F)(F)F)ccc2Cl)c(C)c1[N+](=O)[O-] (configuration not stated) the results were mut p53 react 12.2 and STK33 inh -2.1.
